# PhoP inhibition: inhibitors of PhoP regulon expression, primary screen, Salmonella Typhimurium, GFP reporter (AID 1863). S. Typhimurium PhoP-regulated promoter GFP reporter, 4 h; higher % means a stronger effect. one-dose inhibition, % at 50 µM; IC50 in µM for titrated hits. 300,000 tested, 0.16% active;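 active = inhibition over 29.93%, a cutoff 3 SD above the screen mean, later confirmed by dose response; inconclusive = inhibition over 29.93% but no dose response follow-up; inactive = inhibition at most 29.93% or unconfirmed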;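 note: 0% = low Mg2+ inducing control and 100% = high Mg2+ repressing control; strong numbers were not always called active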
# K1F lysis inhibition: protection from phage-mediated lysis, alamar blue read-out – E. coli UTI89, K1F phage, bacterial capsule biogenesis inhibitors (AID 488966). E. coli UTI89 K1F phage lysis, alamar blue, 2 h; higher % means a stronger effect. one-dose inhibition, % at 100 µM; IC50 in µM for titrated hits. 340,000 tested, 0.02% active;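 active = phage lysis inhibition, versus mean bacterial control, above a set limit; inconclusive = no clear call, values can overlap the other calls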;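 note: capsule biogenesis inhibitors block K1F phage lysis so surviving cells raise fluorescence; higher fluorescence means more inhibition of phage lysis; actives were called in the ten point dose series up to 300 µM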
# Myeloid diff MLP: promotes myeloid progenitor differentiation | 360,000 tested, 1% active | calls only at 10 µM | ER-HoxA9 myeloid progenitors, lysozyme-GFP differentiation, flow cytometry;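 active = normalized GFP-positive differentiation at or above the plate's own cutoff, the solvent-only control mean plus 3 SD; inconclusive = no clear call, values can overlap the other calls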;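 note: cells exposed to compound for four days before flow analysis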
# TNAP activators: stimulation of alkaline phosphatase TNAP activity – biochemical, luminescent, no phosphate acceptor, uHTS, primary screen (AID 1001) | 200,000 tested, 0.03% active | one-dose activation fold at 20 µM; EC50 in µM for titrated hits | purified TNAP, luminescent activation assay, no phosphate acceptor; higher activation fold means a stronger effect; in the data active = activation fold from about 3, or a potency from the dose series; inactive = the rest, 99 in 100 with activation fold below about 1.6; note: many of its hits are not listed in these tables
# T cell HTS: T cell immune modulators affecting CD8 T cell-vesicle binding; 2C CD8+ T cell-vesicle binding, flow cytometry; active compounds read low; calls only at 7 µM; 330,000 tested, 0.068% active;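 active = response, share of CD8 T cells binding vesicles, and their 90th percentile fluorescence all below set limits, cut at about 80% in these data, passing the limit was not always enough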
#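 Material: 2C TCR transgenic mouse naive CD8+ T cells, MACS-purified. Also added: QL9-charged Drosophila Ld/ICAM-1/B7-1 vesicles. Timing: binding 1.5 h at 37 °C. Measured by: high-throughput flow cytometry with anti-B7-1 and anti-CD8 staining. Read-out: percent CD8+ FL2 mean versus row control. Controls: Unloaded micro-vesicles (low), QL9 vesicles with 0.7% DMSO (high).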
# SV40 large T antigen: SV40 large T antigen inhibitors, biochemical (AID 1903); SV40 large T antigen ATPase/helicase inhibition assay; higher % means a stronger effect; inhibition, % at 20 µM; hits with a dose series show IC50 in µM; 310,000 tested, 0.39% active; in the data active = a potency from the dose series; inconclusive = inhibition mostly from about 32% at the one dose, without a potency; inactive = the rest, 99 in 100 with inhibition below about 32%; note: strong numbers were not always called active
# NTR1 agonist: agonists of NTR1, primary screen, imaging, U2OS cells, beta-arrestin-GFP, high content (AID 493036); P30989; NTR1-U2OS beta-arrestin-GFP spot imaging, agonist mode; activation, % at 20 µM; 330,000 tested, 0.17% active;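 active = activation at or above 40% of the spot to cytoplasm intensity ratio, with at least 20 cells analyzed; inconclusive = wells under 20 cells, flagged as cytotoxic or low count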;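 note: 0% = DMSO without peptide and 100% = 100 nM NTR1 peptide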
# Target sequence (P30989 whole entry, looked up): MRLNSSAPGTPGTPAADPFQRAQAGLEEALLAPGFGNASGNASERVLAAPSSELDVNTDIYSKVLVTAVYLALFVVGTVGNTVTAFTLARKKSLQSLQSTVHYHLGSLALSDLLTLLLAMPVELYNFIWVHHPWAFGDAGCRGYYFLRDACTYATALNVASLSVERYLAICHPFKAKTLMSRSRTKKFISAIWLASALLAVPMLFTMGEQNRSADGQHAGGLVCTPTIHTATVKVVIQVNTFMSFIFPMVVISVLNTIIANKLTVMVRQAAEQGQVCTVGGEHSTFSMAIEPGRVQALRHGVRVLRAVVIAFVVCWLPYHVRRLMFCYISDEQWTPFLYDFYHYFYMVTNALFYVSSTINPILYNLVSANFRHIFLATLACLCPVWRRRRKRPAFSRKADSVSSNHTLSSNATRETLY
# RSV antiviral HEp-2: inhibition of RSV-induced cytopathic effect – HEp-2 cells, primary 10 µM value included (AID 2391); HEp-2 cells, RSV-induced CPE inhibition; higher % means a stronger effect; 310,000 tested, 0.13% active; CPE inhibition, % at 10 µM, or IC50 in µM where a hit was titrated; in the data active = a potency from the dose series; inconclusive = CPE inhibition mostly from about 23% at the one dose, without a potency; inactive = the rest, 99 in 100 with CPE inhibition below about 21%; note: strong numbers were not always called active
# MgcRacGAP inhibition: MgcRacGAP GTPase-activating activity inhibitors, confirmation, biochemical, ADP Hunter fluorescence; MgcRacGAP-stimulated Rac1 GTP hydrolysis, ADP Hunter fluorescence; higher % means a stronger effect; GST-tagged Rac1 F28L mutant substrate; 340,000 tested, 0.6% active; one-dose inhibition, % at 30 µM; IC50 in µM for titrated hits;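 active = first-screen hits whose inhibition reached a set limit at any dose in the follow-up dose series; inconclusive = inhibition above the set first-screen limit but never retested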;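 note: fluorescence reports GDP produced by GAP-driven GTP hydrolysis; strong numbers were not always called active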
# T cell HTS vesicle-bound %: recorded beside T cell HTS, whose call it bears; double positive events, %; measured here: CD8+ vesicle-bound cell fraction;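 binding gate set so that unloaded-vesicle control wells show 10% double positive cells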
# NTR1 agonist cell count 20 µM: also measured in NTR1 agonist; calls as there; cell count; measured here: cell count, cytotoxicity flag
# Myeloid diff MLP GFP+ MAC1+ %: second read-out of Myeloid diff MLP, no call of its own (marks repeat the call); GFP+ MAC1+ double positive, %; measured here: differentiation confirmed by MAC1 staining
# * hit, by the source's call; i = inactive; ? = inconclusive; . = not tested or not shown; [ ] = dose if it differs, or a comment.
molecule	PhoP inhibition	K1F lysis inhibition	Myeloid diff MLP	Myeloid diff MLP GFP+ MAC1+ %	TNAP activators	T cell HTS	T cell HTS vesicle-bound %	SV40 large T antigen	NTR1 agonist	NTR1 agonist cell count 20 µM	RSV antiviral HEp-2	MgcRacGAP inhibition
Cc1c(NC(=O)Nc2ccccc2Cl)sc(=S)n1C	6.1%	0.2%	i	1.0	1.1	i	45.2	9.7%	1.7	60	2.2%	7.9%
COc1cccc(CNC(=O)C2CCC(=O)N(CCc3cccc(F)c3)C2)c1 (centres undefined)	-3.0%	-0.1%	i	2.3	.	i	10.9	6.2%	0.1	82	2.1%	2.1%
CCC(C)N(C(=O)CSc1nc(C)nc2ccccc12)C1CCS(=O)(=O)C1 (centres undefined)	.	0.4%[50 µM]	i	0.5	.	i	32.8	.	2.3	44	-0.1%	4.1%
Cc1onc(-c2ccccc2Cl)c1C(=O)NC(=S)NCC(=O)c1ccccc1	3.1%	0.2%	i	0.3	1	i	56.9	-0.9%	0.2	75	1.0%	5.8%
COc1ccccc1CC(=O)NCC(c1ccco1)N1CCCCC1 (centres undefined)	-9.3%	1.0%	i	0.5	1.1	i	5.7	4.5%	0.5	48	-1.8%	6.2%
CC(Sc1nnnn1C1CCCCC1)C(=O)O (centres undefined)	8.5%	-0.3%	i	0.1	1.1	i	34.3	5.7%	0.0	42	-1.5%	3.1%
CC(C)c1ccc(NC2CCCN(C(=O)c3ccc(N4CCOCC4)cc3)C2)cc1 (centres undefined)	3.0%	2.1%[50 µM]	i	1.3	.	i	26.3	14.8%	3.3	66	20.6%	9.1%
O=C1c2ccccc2C(=O)N1CCc1nc2ccccc2c(=O)n1-c1ccccn1	6.0%	0.9%	i	0.6	1.1	i	11.8	18.5%	2.3	76	0.4%	9.8%
COc1cc(C(=O)OC2CCOC2=O)c([N+](=O)[O-])cc1OC (centres undefined)	1.6%	-0.1%	i	2.0	.	i	27.0	35.9%	0.3	44	2.4%	-2.8%
O=C(NNC(=O)c1ccc(S(=O)(=O)N2CCOCC2)cc1)c1ccccc1	-2.7%	-0.3%	i	0.7	.	i	24.8	5.0%	-0.5	68	0.9%	3.1%
CC(=O)Nc1ccc(C(=O)OCC(=O)/C(C#N)=C(\C)N)cc1	-1.4%	-0.2%	i	0.4	1.1	i	56.4	6.0%	-0.3	38	2.6%	-0.1%
COc1cc(/C=N/NC(=O)COc2ccc(Cl)cc2)ccc1OS(=O)(=O)c1ccc(C)cc1	-1.9%	0.2%	i	0.8	1	i	34.0	1.0%	3.8	74	15.0%	14.5%
O=C(c1ccco1)N1CCN(C(c2ccccc2Cl)c2nnnn2CC2CCCO2)CC1 (centres undefined)	1.0%	0.3%	i	0.4	1.1	i	27.1	1.8%	0.8	39	0.6%	9.1%
O=C(CN(Cc1ccc(F)cc1)C(=O)CNS(=O)(=O)c1ccccc1)NCc1ccco1	11.4%	0.0%	i	1.4	.	i	42.1	-0.8%	-0.1	52	0.7%	4.3%
Cc1ccc(-n2c(SCC(=O)N/N=C/c3c(C)nn(-c4ccccc4)c3C)nc3ccccc3c2=O)cc1	-4.4%	-0.7%	i	0.1	1.1	i	44.6	11.6%	6.5	60	5.9%	7.5%
COc1ccccc1CNC(=S)NC1CCCC1	-10.6%	0.9%[50 µM]	i	0.1	1.1	i	51.9	7.8%	-2.7	64	10.2%	7.7%
C=CCNC(=S)N/N=C/c1ccc(-c2ccc(Cl)cc2Cl)o1	.	0.1%	i	0.1	.	i	50.0	10.6%	9.6	61	2.2%	5.4%
NC(=O)C1CCN(C(=O)COCc2cc(-c3ccc4c(c3)OCO4)on2)CC1	-5.2%	0.1%	i	0.3	.	i	41.5	12.4%	0.1	62	0.3%	10.0%
CCOC(=O)C1=C(C)N=C2SCCC(=O)N2C1c1sccc1C (centres undefined)	-9.9%	-0.3%	.	.	1.1	i	3.2	-2.6%	-0.4	44	-1.2%	11.4%
CCCCn1nnnc1SCC(=O)NCc1ccco1	-1.7%	-1.1%	i	0.5	1.1	i	51.8	5.6%	-4.8	87	1.1%	10.5%
O=[N+]([O-])c1ccc(N2CCOCC2)nc1	3.7%	0.1%	i	1.4	1.1	i	12.2	1.4%	2.6	53	-0.3%	7.4%
CCN(CC)S(=O)(=O)c1ccc(NC(=O)c2cc(C(=O)OC)cc([N+](=O)[O-])c2)cc1	-8.8%	2.5%[50 µM]	i	0.6	1.2	i	11.2	-8.5%	3.4	56	1.9%	5.1%
Cc1ccc[n+](CC(=O)c2ccc(-c3ccccc3)cc2)c1	-1.2%	0.1%	i	0.1	1.2	i	51.3	6.6%	-0.1	61	-0.2%	4.2%
Cc1cc(NC(=O)CSc2nc3ccccc3n2CC(=O)N2CCC(C)CC2)no1	-1.9%	0.3%	i	1.5	1.1	i	49.0	-5.1%	-0.7	48	0.0%	6.4%
Cc1ccccc1C(=O)Nc1ccnc(-c2ccncc2)n1	3.1%	0.2%	i	0.7	1.1	i	2.4	23.2%	-0.5	38	0.9%	1.5%
CSc1nc(-c2ccc(Cl)cc2Cl)[nH]c(=O)c1C#N	-0.7%	-1.4%	i	0.1	1.1	i	51.9	2.5%	1.3	59	4.4%	7.0%
CC(C)(C)Cc1cc(N)on1	-8.5%	0.1%[50 µM]	i	1.2	1.2	i	9.4	8.7%	-1.3	64	0.9%	-17.1%
Cc1ccc(C2(c3ccccc3)NC(=O)N(CC(=O)NC3CCS(=O)(=O)C3)C2=O)cc1C (centres undefined)	.	0.4%[50 µM]	i	0.6	.	i	44.9	.	-2.5	64	1.8%	4.3%
Cn1c(-n2c(-c3ccco3)nc3ccccc3c2=O)nc2ccccc21	-7.3%	0.1%	?	.	1.1	i	47.5	0.8%	-1.0	47	-2.5%	9.8%
Cc1cc(C(=O)N(C)CC(=O)Nc2ccc(F)c(F)c2F)no1	-5.2%	-1.3%[50 µM]	i	0.7	.	i	4.6	-8.7%	0.1	39	-0.6%	8.9%
COc1ccccc1CN(C)CC(=O)Nc1cccc(S(=O)(=O)N2CCCCC2)c1	.	0.9%[50 µM]	i	0.5	.	.	.	.	-0.9	89	.	1.7%
Cc1nc(N2CCCCC2)c(C#N)c(C)c1[N+](=O)[O-]	-1.8%	-0.9%	i	0.0	1.1	i	31.2	10.9%	0.3	45	11.5%	3.9%
CNS(=O)(=O)c1cc(-c2nnc(N3CCOCC3)c3ccccc23)ccc1C	.	0.3%	i	0.7	.	i	50.5	10.3%	0.0	63	2.8%	15.5%
NS(=O)(=O)c1ccc(CCNC(=O)c2cc(-c3ccco3)nc3ccccc23)cc1	.	-0.3%[50 µM]	i	1.4	.	i	38.1	.	0.8	87	0.0%	5.6%
Cc1[nH]c2ccccc2c1C(=O)CSc1nc2ccccc2c(=O)n1-c1ccccc1F	-6.3%	.	.	.	1	i	31.5	3.7%	9.1	65	1.2%	.
Cc1cc(NC(=O)CSc2nc(N)c(NC(=O)c3ccc(F)c(F)c3)c(=O)[nH]2)no1	1.7%	-0.2%	i	1.0	.	i	56.3	5.7%	2.4	62	0.7%	10.6%
COc1ccc2c(CC(=O)N[C@@H](Cc3ccccc3)C(=O)O)cc(=O)oc2c1	-2.2%	0.5%	.	.	.	i	59.1	11.8%	2.4	38	1.7%	4.6%
CCCn1c(N)c(N(CCOC)C(=O)CSCC(=O)Nc2cccc(C)c2)c(=O)[nH]c1=O	-5.8%	0.5%[50 µM]	i	0.6	.	i	45.1	15.9%	-0.9	31	-0.1%	5.5%
O=C(c1cc2ccccc2oc1=O)N1CCN(S(=O)(=O)c2ccccc2)CC1	-5.5%	1.5%[50 µM]	i	0.5	.	i	20.2	18.2%	0.8	61	1.1%	4.1%
COc1ccc(S(=O)(=O)N2CCN(C(=O)CC3CC4CCC3C4)CC2)cc1 (centres undefined)	.	0.6%[50 µM]	i	0.5	.	i	26.2	.	-1.2	62	3.1%	1.7%
COc1cccc(N2CCN(S(=O)(=O)c3cc4c(cc3C)N(C)CCO4)CC2)c1	.	0.4%	?	.	.	i	18.0	9.2%	-1.1	56	1.6%	0.8%
O=C(CC1SC(N2CCOCC2)=NC1=O)Nc1ccc(Cl)cc1 (centres undefined)	.	1.3%[50 µM]	i	0.1	.	.	.	.	-0.7	70	.	6.3%
OCC(CO)(CO)n1cnnn1	15.6%	0.2%	i	1.1	1.1	i	55.9	18.3%	3.1	55	1.5%	-2.4%
NC(=O)NC1CCCc2c1[nH]c1ccc(Cl)cc21 (centres undefined)	2.1%	1.4%	i	1.1	1	i	35.7	7.1%	-0.9	54	34.9%	5.7%
COc1cccc(CNC(=O)COC(=O)c2ccc(C(=O)c3ccccc3)cc2)c1	.	0.3%[50 µM]	i	0.5	.	i	27.5	.	0.0	59	1.4%	-0.9%
Cc1cccn2c(CN3CCNC(=O)CC3)c(C(=O)N(C)CCc3ccccc3)nc12	1.6%	0.3%	i	0.4	1.1	i	2.3	-2.1%	-0.8	56	0.8%	0.2%
O/N=C1/CCCCc2sccc21	12.7%	0.2%	i	1.2	1.2	i	38.3	2.9%	-5.2	103	-0.6%	8.0%
Cc1ccc(S(=O)(=O)/C(C#N)=C/c2c(N3CCN(C)CC3)nc3ccccn3c2=O)cc1	7.9%	0.2%	i	0.0	1	i	0.9	2.2%	1.2	48	-0.4%	12.0%
Cc1cc(C)n(CCNS(=O)(=O)c2ccc(C)c(C)c2)n1	5.2%	-0.8%	.	.	.	i	17.8	2.4%	-1.5	43	0.0%	4.8%
O=C(CCl)N(c1ccc(Cl)cc1)c1c[nH]c2ccccc12	13.9%	-0.4%	i	0.0	1	i	38.5	20.1%	18.6	85	-4.3%	4.6%
CCOc1ccc(N(CC(=O)NCC2CCCO2)S(=O)(=O)c2ccc(OC)c(OC)c2)cc1 (centres undefined)	-8.3%	1.4%	i	1.0	1.1	i	29.0	4.8%	1.8	34	-0.3%	12.7%
